3T3 cytotox: NIH 3T3 cell cytotoxicity; NIH 3T3 viability, CellTiter-Glo ATP luminescence, 48-72 h; Potency, µM (series often up to 96.7 µM), for inactives: at the top dose activity change, negative = cytotoxicity, actives largely listed as inhibitors; actives 4.3% (n = 94,000); AID 1345082; note: potency is the fitted concentration of half-maximal effect; nearly all actives have a fitted effect of over 55% in size
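Cytotoxicity was measured by CellTiter-Glo ATP luminescence after 48 or 72 h compound exposure at 37 °C. Mouse NIH 3T3 fibroblasts were seeded at 400 cells/well and dosed by 23 nL pin transfer.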
IP6K1 inhibitor: inhibitors of human IP6K1; activity change, % (series mostly up to about 58 µM); actives 0.81% (n = 140,000); IP6K1 kinase, ADP-Glo luminescence, 2 h; active compounds read low; Q92551; in the data active = activity change below about -25%
Target sequence (Q92551 whole entry, looked up): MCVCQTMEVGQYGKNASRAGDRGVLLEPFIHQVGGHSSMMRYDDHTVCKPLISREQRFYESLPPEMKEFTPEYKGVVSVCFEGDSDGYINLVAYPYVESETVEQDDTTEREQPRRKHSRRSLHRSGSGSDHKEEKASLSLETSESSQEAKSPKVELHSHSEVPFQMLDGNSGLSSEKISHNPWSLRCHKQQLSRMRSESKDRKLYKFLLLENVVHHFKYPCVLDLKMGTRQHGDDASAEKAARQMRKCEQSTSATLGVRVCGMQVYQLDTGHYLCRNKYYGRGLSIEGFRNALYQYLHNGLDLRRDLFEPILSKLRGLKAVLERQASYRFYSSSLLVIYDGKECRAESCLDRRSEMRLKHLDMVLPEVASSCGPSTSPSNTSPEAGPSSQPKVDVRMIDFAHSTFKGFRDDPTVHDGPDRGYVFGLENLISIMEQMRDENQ
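ADP-Glo luminescence measures ADP made by human IP6K1 during a 2 h RT reaction with ATP/IP6 (mix at 1.3 mM/130 uM); top library doses 57.5 and 19.1 uM final.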
GPT2 inhibitor: blocks human glutamate pyruvate transaminase 2; Recombinant GPT2, coupled pyruvate oxidase/HRP Amplex Red fluorescence; actives 0.25% (n = 100,000); AID 1671188; Q8TD30; Potency, µM (top dose mostly 57.7 µM), for inactives: top-dose activity change, negative = inhibition, usual class: inhibitors; note: potency is the fitted concentration of half-maximal effect; nearly all actives have a fitted effect of over 60% in size; many of its hits are not listed in these tables
Target sequence (Q8TD30 whole entry, looked up): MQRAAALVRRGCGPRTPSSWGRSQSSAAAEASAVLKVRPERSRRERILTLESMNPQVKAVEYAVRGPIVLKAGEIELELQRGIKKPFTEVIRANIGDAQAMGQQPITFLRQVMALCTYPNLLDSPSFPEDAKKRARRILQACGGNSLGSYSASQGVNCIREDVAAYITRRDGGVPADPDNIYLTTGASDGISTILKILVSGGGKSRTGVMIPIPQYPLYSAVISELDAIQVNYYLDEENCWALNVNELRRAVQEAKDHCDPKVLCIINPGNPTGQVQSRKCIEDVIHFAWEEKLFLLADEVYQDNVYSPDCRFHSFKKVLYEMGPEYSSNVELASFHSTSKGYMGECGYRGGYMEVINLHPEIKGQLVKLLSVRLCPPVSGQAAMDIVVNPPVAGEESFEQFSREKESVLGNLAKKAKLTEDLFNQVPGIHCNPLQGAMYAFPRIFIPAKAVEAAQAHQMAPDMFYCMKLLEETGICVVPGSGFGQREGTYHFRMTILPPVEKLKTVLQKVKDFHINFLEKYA
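GPT2 10ng/uL, a-KG 250uM, L-Ala 2mM, HEPES pH7.5 + 0.0001% Tween; 30 min RT. Then Amplex mix (PO/HRP/ThPP), 30 min RT dark, fluorescence. AOA 50uM used as positive control.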
SNCA viab count: cell viability loss counter-screen; Potency, µM (doses to about 57.1 µM), without a hit: top-dose activity change, negative = cytotoxicity, usual class: cytotoxic; HEK-293-SNCA-luc viability, GF-AFC fluorescence, 24 h; actives 0.12% (n = 150,000); AID 1671193;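 note: potency is the fitted concentration of half-maximal effect; 0% = DMSO-treated cells and -100% = medium-only wells without cells; nearly all actives have a fitted effect of over 30% in size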
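HEK-293-SNCA-luc cells (1500/well) plated 24 h, then exposed 24 h to a dilution series; GF-AFC added 30 min at 37C, fluorescence 405/540 nm; normalised to medium-only and DMSO wells, Hill fit.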
FLuc inh: blocks purified firefly luciferase enzyme activity | P08659 | purified P. pyralis luciferase, luminescence, biochemical | Potency, µM (top dose mostly 115 µM), inactives show at the top dose activity change, negative = inhibition, actives largely listed as inhibitors | actives 2.5% (n = 76,000) | AID 1347043; note: potency is the fitted concentration of half-maximal effect; nearly all actives have a fitted effect of over 65% in size
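Luminescence read by CCD imager after adding enzyme (10nM final) to wells holding compound, titrated in qHTS. Substrates 10uM each D-luciferin and ATP; buffer 50mM Tris acetate pH 7.5, 10mM Mg acetate, Tween-20, BSA.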
HEK cytotox: HEK 293 cell cytotoxicity; HEK 293 viability, ATP luminescence (CellTiter-Glo), 48-72 h; Potency, µM (top dose mostly 115 µM), without a hit: at the highest dose activity change, negative = cytotoxicity, usual class: inhibitors; actives 6.6% (n = 94,000); AID 1345083; note: potency is the fitted concentration of half-maximal effect; nearly all actives have a fitted effect of over 60% in size
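Read-out: CellTiter-Glo ATP luminescence. Cells: HEK 293, 250 cells/well. Exposure: 48 or 72 hr, 37 degree Celsius.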
SNCA expr inhib: inhibitors of alpha-synuclein (SNCA) gene expression; HEK-293 SNCA-luciferase knock-in, luminescence, 24 h; Potency, µM (highest dose often 57.2 µM), without a hit: at the top dose activity change, negative = inhibition, actives largely listed as inhibitors; actives 0.17% (n = 140,000);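 note: potency is the fitted concentration of half-maximal effect; plate controls were DMSO cells for no effect and cell-free wells for full effect; nearly all actives have a fitted effect of over 45% in size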
Numbers without * were called inactive; i = inactive; ? = inconclusive; . = not tested or not shown; & = joins results of further samples; [ ] = dose if it differs, or a comment. Unless noted, calls come from the whole dose curve; as a rule, active = well fitted curve in the direction sought with a large enough effect; inconclusive = small, poorly fitted or top-dose-only effect, or another doubt; inactive = no such curve, though single readings can be large; an effect the other way counts as inactive or inconclusive. Unless noted, % is set by controls: 0 for no effect and ±100 for the full control effect.

smiles	3T3 cytotox	IP6K1 inhibitor	GPT2 inhibitor	SNCA viab count	FLuc inh	HEK cytotox	SNCA expr inhib
CSCC(=O)N[C@H]1CCN2C(=O)c3ccccc3NC(=O)[C@@H]2C1	2.2%[174 µM]	-4.1	0.7%[88.5 µM]	0.1%[87.6 µM]	2.2%[172 µM]	-3.0%[172 µM]	6.0%[87.6 µM]
O=C(c1ccsc1)N1CCCC(c2noc(COc3ccccc3)n2)C1 (configuration not stated)	-24.9%	2.5	4.7%	3.4%[12.5 µM]	-17.2%	?	10.8%
O=C1NC(=NC2CCCCC2)C2(CCN(Cc3ccsc3)CC2)N1c1cc(F)cc(F)c1	-7.1%	-8.4	-14.9%	-8.9%	.	-14.2%	2.8%
C=C1CCC[C@]2(C)CC[C@@](O)(C(=C)C(=O)O)C[C@@H]12	.	2.4	i	14.0%	.	.	.
CC(C(=O)N1Cc2c(C(=O)N3CCCC3)nn(C)c2C1)c1ccccc1 (configuration not stated)	-22.6%	2.0	i	5.1%	.	0.0%	5.6%
COc1ccc(-c2noc([C@@H]3Cc4nc[nH]c4CN3Cc3ccc(C)cc3)n2)cc1	?	4.7	2.5%[88.5 µM]	?	63.1µM*	89.1µM*	?
O=C(NC1CCCN(c2ccc3nnc(-c4ccccc4)n3n2)C1)C1CC1 (configuration not stated)	-15.4%	-4.9	.	.	.	-14.0%	.
Cc1ccc(NC(=O)c2cc(NC(=O)C3CC3)cc3nc(C)ccc23)cc1	?	-1.7	0.8%	4.9%	-3.7%	?	3.7%
CC(C)C(=O)N1CCC(Oc2cccnc2)C1 (configuration not stated)	-1.6%	37.2	-28.1%	2.8%	14.0%	6.4%	-20.1%
COCCO[C@H]1C(=O)N(C2CCN(C(=O)c3ccco3)CC2)[C@H]1c1ccncc1	-23.6%	27.1	-15.6%	-1.7%	0.9%	-5.3%	-17.7%
O=C(Cc1ccccc1F)N1CCC2(CCCCO2)CC1	-8.3%	14.3	2.1%	6.0%	-22.5%	-9.2%	-12.6%
O=C(Nc1ccc(C(=O)OCc2cc(=O)n3nc(C4CC4)sc3n2)cc1)c1ccccc1	.	12.2	.	11.8%	.	.	-14.8%
N#Cc1c(N(CC(=O)O)CC(=O)O)sc(C(=O)O)c1CC(=O)O	.	.	-2.4%	22.0%	.	.	82.5%[activator]
N#Cc1ccc(S(=O)(=O)N2C[C@@H](Oc3cccnc3)C[C@H]2C(=O)N2CCCC2)cc1	-13.2%	0.0	i	-4.7%	8.1%	-24.9%	2.9%
COc1c(N2C[C@@H]3CCCN[C@@H]3C2)c(F)cc2c(=O)c(C(=O)O)cn(C3CC3)c12	.	-2.5	-13.8%	24.3%[23.9 µM]	.	.	-13.6%[25.6 µM]
CCOC(=O)c1c(C)[nH]c(C)c1S(=O)(=O)N1CCN(c2cc(Cl)ccc2C)CC1	.	-8.9	.	-8.1%	.	.	?
CC(=O)N1CCCC1c1nc(C2CN(S(=O)(=O)c3c(C)noc3C)C2)no1 (configuration not stated)	-12.1%	5.1	i	7.8%[12.5 µM]	-1.5%	-20.7%	14.2%
CCc1nc(-c2c3n(c(=O)n(CC(=O)NCc4ccc(C)cc4)c2=O)CCCC3)no1	-4.4%	2.9	i	5.4%	-6.8%	-3.0%	2.3%
O=C1CCC(C(=O)N2CCN(c3ccncc3)CC(O)C2)=NN1 (configuration not stated)	i	3.4	i	-3.2%	-4.4%	?	-17.6%
CCN(CCNC(=O)C1CCCCC(=O)N1C)Cc1ccccc1 (configuration not stated)	?	-18.5	i	4.6%	.	-4.3%	?
Cc1ccc(CNC(=O)N2CCCN(C)c3ccccc32)cc1	-29.9%	-7.5	-7.5%	-10.5%	-8.7%	?	-8.8%
O=C(c1ccsc1)N1CC(c2noc(C3CCCN3CC3CC3)n2)C1 (configuration not stated)	i	3.7	4.6%	2.3%[12.5 µM]	-0.7%	-13.3%	?
COc1ccc(CN2CCC3(CC2)CN[S+](=O)([O-])c2ccccc2N3)cc1	-22.6%	20.0	i	-3.9%	3.3%	?	-7.2%
COc1ccccc1-c1nc(SCC(=O)c2ccc(Cl)cc2)n[nH]1	.	-11.7	.	27.4%	.	.	-27.4%
CCOCCNc1ncnc2c1CN(c1ccc(C)cc1)C(=O)CN2C	-16.8%	-12.7	?	9.0%	7.0%	i	-15.5%
CCCCSc1nc(N)cc(N2CCCC(OCc3cccnc3)C2)n1 (configuration not stated)	?	5.2	-21.1%	?	-22.0%	?	37.5%[activator]
O=C(c1ccc(C(F)(F)F)cc1)N1CCn2c(nn(-c3ccc(Cl)cc3)c2=O)C1	-16.0%	10.5	-7.5%	0.6%	.	?	-18.4%
CCOc1ccc(Nc2cc(C(=O)NCc3ccccc3Cl)c3ccccc3n2)cc1	.	4.6	.	-5.7%	.	.	-1.6%
COCCN1CCCCC(CC(=O)Nc2ccc(N3CCOCC3)cc2)C1=O (configuration not stated)	3.4%	3.4	i	-6.4%	5.8%	1.1%	-5.8%
O=C(NCCc1ccc(Cl)cc1)c1ccc2nnc(C3CCCC3)n2c1	35.5µM*	-6.0	-4.3%	?	.	?	-18.2%

Limited to FLuc inh, for some of the entries so far:
smiles,FLuc inh
Cc1ccc(CNC(=O)N2CCCN(C)c3ccccc32)cc1,-8.7%
O=C(c1ccsc1)N1CC(c2noc(C3CCCN3CC3CC3)n2)C1 (configuration not stated),-0.7%

Continued.
smiles	3T3 cytotox	IP6K1 inhibitor	GPT2 inhibitor	SNCA viab count	FLuc inh	HEK cytotox	SNCA expr inhib
CN1C(=O)c2cccn2CC1C(=O)NCc1ccco1 (configuration not stated)	i	-4.0	3.7%	1.4%	1.0%	i	39.6%[activator]
N#Cc1cccc(-c2c(C(=O)N3CCCCC3)nc3sccn23)c1	?	19.7	-1.7%[88.5 µM]	-8.9%[87.6 µM]	.	?	-9.0%[87.6 µM]
CCOc1ccccc1Nc1nnc(-c2cc3cc(Cl)ccc3oc2=O)s1	.	16.3	.	21.1%	.	.	-12.7%
O=C(N1CCCCC1)N1CCN(c2cc(Cl)ncn2)C(=O)C1	?	25.1	i	-4.6%	.	-21.5%	-4.3%
COc1ccc(-c2cccc(C(=O)N3CCOCC3)c2)nn1	-15.8%[138 µM]	10.1	.	.	.	-7.4%[172 µM]	.
CN1CC2(CCN(C(=O)c3cccc(C#N)c3)CC2)CC1C(=O)N1CCOCC1 (configuration not stated)	4.3%	-5.2	-8.9%	3.0%	-7.9%	0.1%	12.8%
Cc1cccc(OCCc2noc(C3CCCCN3C(=O)c3ccccn3)n2)c1 (configuration not stated)	-30.6%	7.7	i	3.8%	3.5%	?	-21.3%
CN(C)C(=O)c1n[nH]c2c1CN(C(=O)c1ccc(Br)cc1)CC2	i	15.8	-4.9%	5.1%	-1.8%	-2.5%	-17.0%
Cc1ccc(C)c(NC(=O)Cn2c(=O)n(CCCS(=O)(=O)C3CCCCC3)c(=O)c3ccccc32)c1	.	-16.9	.	-6.3%	.	.	?
Cc1cc(NC(=O)C(C)C)cc(-c2nc3ncccc3o2)c1O	.	-2.5	.	-2.4%	.	.	1.3%
COc1ccc(CC(=O)N2CCC3(CC2)CC(O)CCO3)cc1Cl (configuration not stated)	4.4%	0.0	2.5%	2.8%	-10.4%	-18.6%	20.3%
COCCc1ccc(OCc2ccccc2-c2cc(C)n[nH]c2=O)cc1	i	-17.7	i	8.9%	-13.0%	1.9%	6.7%
CN(C)c1ccc(CN2CCC(c3nc4ccncc4[nH]3)C2)cc1 (configuration not stated)	-29.2%[138 µM]	12.4&-11.4	-26.3%	-9.4%[87.6 µM]	5.2%[172 µM]	?	23.4%[87.6 µM]
COc1ccccc1N1CCN(C(=O)C2CCN(S(=O)(=O)c3cccc4nonc34)CC2)CC1	.	3.6	.	-0.9%	.	.	?
Cc1ncccc1C(=O)N1CCC2(CCN(Cc3ccccn3)CC2)C(CO)C1 (configuration not stated)	i	0.5	?	3.5%	7.3%	-4.1%	-22.9%
CCCc1noc(-c2ccn3c(CNC(=O)c4cc(Cl)ccc4F)nnc3c2)n1	-14.2%	9.8	-8.0%	5.7%	4.3%	-3.1%	92.8%[activator]
O=C(C1CCOCC1)N1CC(CO)C2(CCNCC2)C1 (configuration not stated)	i	5.6	-23.2%	5.1%[12.5 µM]	-6.8%	-8.4%	?
CN(C)c1ccc(-c2nnc([C@H]3CCN(CC4CCCCC4)C3)o2)cc1	?	3.0	-24.3%[88.5 µM]	0.4%[87.6 µM]	?	100µM*	-3.6%[87.6 µM]
CC1CCCN(c2ncnc3c2CN(C2CCCNCC2)C(=O)CN3C)C1 (configuration not stated)	i	1.8	-23.4%	-0.9%	.	-4.0%	12.1%
COc1ccccc1CC(=O)NCCn1ccn2nc(-c3ccc(C)c(C)c3)cc2c1=O	-22.6%	-16.6	i	-3.5%	-12.9%	-6.1%	6.1%
COC(=O)[C@H]1CN(C(=O)NC(C)C)CCN1C(=O)c1cccnc1	-12.0%[174 µM]	-0.6	1.8%[88.5 µM]	0.9%[87.6 µM]	-0.5%[172 µM]	-6.9%[172 µM]	14.6%[87.6 µM]
COc1ccc(Cl)c(Nc2nc3ccccc3nc2NS(=O)(=O)c2cccc(NC(=O)C(C)(C)N)c2)c1	.	-2.7	-23.9%	?	.	.	.
Cc1ncsc1C(=O)N1CCC2(CC1)OC(=O)N(Cc1ccccc1F)C2(C)c1ccccc1 (configuration not stated)	10µM*	-11.2	-24.7%	-1.3%	1.4%	-29.4%	10.5%
COc1ccc(C)cc1NC(=O)C1N(C(C)C)C(=O)C12CCCC2 (configuration not stated)	i	1.9	i	10.4%	-6.4%	-2.0%	-18.8%
CN1C(=O)C(CC(=O)N2CCCC2)Sc2ncccc21 (configuration not stated)	-6.8%	6.2	?	9.3%	-10.2%	-2.9%	7.7%
c1ccc(CN2CCC(Cc3ccc(CN4CCCC4)cc3)CC2)nc1	?	7.7	-14.4%	-11.4%	.	?	-5.9%
CC1CCCCN1CCCNC(=O)Cn1ncc2c3ccccc3n(C)c2c1=O (configuration not stated)	.	13.1	.	0.0%	.	.	12.8%

Compound activity as filed in PubChem.

No enrichment for hits; about 7.8% have a hit in one of these screens.
